# Compound activity: PubChem BioAssay, several laboratories
# NR2E3 ag-1: NR2E3 (human) agonism; Q9Y5X4; GST-NR2E3/biotin-RetCOR TR-FRET, 1536-well; inhibition of corepressor binding, % at 4.78 µM; actives 0.12% (n = 320,000); AID 2300;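 active means percent inhibition above the cutoff of mean plus 3 SD of all tested compounds, set per screening campaign, cut at about 20% in these data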;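 further: 0% = DMSO wells and 100% = biotin wells as full block of FRET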
# Target sequence (Q9Y5X4 whole entry, looked up): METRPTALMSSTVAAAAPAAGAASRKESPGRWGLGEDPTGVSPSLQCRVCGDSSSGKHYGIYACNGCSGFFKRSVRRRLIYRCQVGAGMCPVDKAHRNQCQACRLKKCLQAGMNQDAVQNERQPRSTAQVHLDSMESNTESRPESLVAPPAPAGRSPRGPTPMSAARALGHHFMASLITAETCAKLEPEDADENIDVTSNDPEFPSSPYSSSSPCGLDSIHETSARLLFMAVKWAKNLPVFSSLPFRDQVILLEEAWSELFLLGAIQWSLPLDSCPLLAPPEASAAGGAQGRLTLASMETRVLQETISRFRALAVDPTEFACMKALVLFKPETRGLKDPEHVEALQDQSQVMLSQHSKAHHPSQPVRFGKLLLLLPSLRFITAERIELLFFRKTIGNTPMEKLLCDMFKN
#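 Format: 1536-well format; test system: GST-NR2E3 and biotin-RetCOR proteins; read-out basis: percent inhibition of TR-FRET ratio; timing: 5 h incubation at 4 °C; detection: time-resolved FRET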
# C8 TRAIL sens: sensitizes caspase-8 expressing cells to TRAIL | NB7+C8 cells + TRAIL, ATPlite viability luminescence | actives 1% (n = 360,000) | AID 624354 | inhibition (viability loss, TRAIL sensitization), % at 10 µM;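 active means compounds causing at least 50% loss of cell viability in the single-dose screen, relative to plate controls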
# CF NFkB block: cystic fibrosis NF-kB activation inhibition; KKLEB NF-kB-GFP reporter, PAF-induced, GFP fluorescence overnight; AID 588850; inhibition, % at 5 µM; actives 0.86% (n = 360,000);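 active means at least 50% inhibition at 5 µM, scaled per plate between neutral and stimulator controls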;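 further: PAF is a Pseudomonas aeruginosa culture filtrate used as stimulus; plate controls were PAF-stimulated DMSO wells for no effect and unstimulated DMSO wells for full effect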
# TRPM1 prom inh: reduces MITF-dependent TRPM1 promoter luciferase signal; SK-MEL-5 TRPM1 promoter luciferase, 24 h; inhibition, % at 12.5 µM; actives 0.83% (n = 330,000); AID 488899;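 active means mean inhibition across replicates of 60% or more, whatever share of single replicates reaches that level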; further: values of inactives mirror those of a sister screen read the other way
# TWEAK Fn14 block: TWEAK-Fn14 signaling inhibition; TWEAK-stimulated Fn14 reporter cells, luciferase luminescence, 8 h; actives 2% (n = 360,000); AID 1159606; inhibition, % at 10 µM; in the data active means inhibition above about 50%
# Shn3 3UTR inh: reduces Shn3 3'UTR luciferase signal in osteoblasts | AID 588674 | Clone20 osteoblast Shn3 3'UTR firefly luciferase, 24 h | inhibition, % at 12.5 µM | actives 0.52% (n = 360,000);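 active means mean inhibition of at least 75% with every replicate also reaching 75%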;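 further: 0% = median of neutral control wells and 100% = pilot-screen positive control compound; some compounds past the cut are filed as inactive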
# TROY signal inh: inhibitors of TROY-dependent NF-kB signaling; Q293 LMP1-TROYcd NF-kB luciferase reporter, 4 h; inhibition, % at 10 µM; actives 0.98% (n = 360,000);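 active means compounds whose plate-normalised and pattern-corrected inhibition of the luciferase reporter signal at the single screening dose is 50% or more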
# NR2E3 ag-2: activates human NR2E3 receptor; CHO-S Gal4-NCOR/VP16-NR2E3 two-hybrid, luciferase; inhibition of corepressor binding, % at 3.98 µM; actives 0.35% (n = 360,000); AID 602229;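 active means inhibition above the mean of all tested compounds plus 3 SD, cut at about 70% in these data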;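 further: 0% = DMSO with NR2E3 transfected cells and 100% = cells lacking NR2E3 construct; higher means lower luciferase signal from less NR2E3 corepressor binding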
# Peg3 promoter: inhibitors of Peg3 promoter; HeLa PEG-Prom luciferase reporter, luminescence, overnight; inhibition, % at 20 µM; actives 1.7% (n = 360,000); AID 588405;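 active means inhibition of at least 50% at 20 µM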
# HIF-2a inh: HIF-2a inhibition. 786-0 RCC cells HIF-2a reporter, luciferase luminescence, overnight. inhibition, % at 18.8 µM. actives 0.72% (n = 360,000). AID 624352;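 active means inhibition of the luminescence signal of 40% or more relative to plate controls, in a single-dose primary screen at 18.75 µM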
# KKLEB cytotox: CF airway cell cytotoxicity counter-screen; actives 0.36% (n = 360,000); KKLEB CF airway cells viability, ATPlite luminescence, overnight; stronger effect = lower value; cells stimulated with P. aeruginosa culture filtrate; activity change (cytotoxicity), % at 5 µM;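 active means corrected activity change at or below -50% at 5 µM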
# Active calls of the source: *; x = not tested or not shown. This is a subset; rates above refer to the full screens.
SMILES,NR2E3 ag-1,C8 TRAIL sens,CF NFkB block,TRPM1 prom inh,TWEAK Fn14 block,Shn3 3UTR inh,TROY signal inh,NR2E3 ag-2,Peg3 promoter,HIF-2a inh,KKLEB cytotox
O=C(COc1ccc2c(c1)OCO2)Nc1ccc2c(c1)oc1ccccc12,2,-8,16,-5,-91,-2,-30,-11,-21,-27,-14
O=C(CN(c1ccc(Br)cc1)S(=O)(=O)c1ccc(Cl)c([N+](=O)[O-])c1)NCC1CCCO1 (stereo unspecified),x,44,48,85*,55*,3,13,-11,95*,86*,-13
CS(=O)(=O)N(CC(=O)N1CCCC1)c1cccc(Cl)c1,-1,-2,-9,-1,6,-4,9,-13,-4,10,6
CCCNC(=O)C1CC(=O)N(c2ccc(OCC)cc2)C1 (stereo unspecified),3,6,-13,-8,-6,4,3,5,1,14,4
COc1ccccc1C(=O)Nc1ccnn1C1CCN(C)CC1,-3,10,8,-1,-11,13,3,-23,-38,12,-1
CCn1nnc2cc(C(=O)Nc3cccc(S(=O)(=O)N(C)C)c3)ccc21,11,-6,6,7,-5,-1,-9,-13,-6,-33,10
COc1cc(C)nc(NC(=S)N(C)C(=O)c2ccccc2)n1,-2,-10,-33,x,-34,-17,-23,0,-23,-27,-3
CCOC(=O)c1cc2ccccc2n1CC(=O)c1ccccc1,2,-5,3,-5,20,24,-2,-1,6,2,-13
O=C(COc1ncnc2cc([N+](=O)[O-])ccc12)N(CCc1ccccc1)Cc1ccccc1,6,1,0,-21,8,9,35,-8,0,5,-1
COc1ccc(-c2csc3ncnc(N4CCN(c5ccccc5OC)CC4)c23)cc1,-2,1,16,-9,-17,-19,38,-28,37,14,-7
CCN(CC)C(=O)C1=C(C)N(Cc2ccc(C(C)(C)C)cc2)C(=O)C(CC(=O)NCC2CCCCC2)C1 (stereo unspecified),x,7,3,x,2,6,-16,27,8,-6,-7
COc1ccc(N=C2S/C(=C\c3ccc(N4CCOCC4)o3)C(=O)N2CCc2c[nH]c3ccccc23)cc1,2,40,-9,58,97*,95*,16,-5,101*,92*,-16
COc1ccc(/C(C)=N/NC(=O)c2nc(C)cc(C)n2)cc1,-1,6,7,-35,-8,-18,-10,-45,-113,-178,-2
O=C1C=CN2CCOCC2C1 (stereo unspecified),x,8,-48,-10,7,-8,-22,-11,-1,5,-10
Cc1cc(OCC(=O)NCCc2c[nH]c3ccccc23)c2c(C)c(C)c(=O)oc2c1,1,19,-20,3,11,1,-6,3,5,8,-5
Cc1cc(=O)[nH]c(N/N=C/CCc2ccccc2)n1,-1,6,-12,4,7,-4,5,-14,3,5,14
CC(=O)Nc1ccc(NC(=O)C2Cc3c(-c4cccc(NC(C)=O)c4)ccnc3O2)cc1 (stereo unspecified),x,-11,-12,x,10,-3,7,15,-1,13,10
CCCCCN(C(=O)NC(=O)NCCCC)S(C)(=O)=O,5,10,4,-4,14,-2,-1,-13,16,15,4
CC(COS(N)(=O)=O)Cc1ccc(C(F)(F)F)cc1 (stereo unspecified),4,2,8,-14,1,3,-6,-43,11,-11,-5
CC(OC(=O)CNC(=O)c1ccc(Cl)c([N+](=O)[O-])c1)C(=O)NCc1ccco1 (stereo unspecified),3,-1,5,-5,-16,-71,-1,-14,3,10,10
CCn1nc([N+](=O)[O-])c(C(C#N)c2nc3cc(C(F)(F)F)ccc3s2)c(Cl)c1=O (stereo unspecified),-3,8,61*,24,-12,9,65*,-13,14,-16,-35
CC(=O)c1ccc(S(=O)(=O)NCC(=O)N2CCN(C/C=C/c3ccccc3)CC2)cc1,5,0,0,-8,-28,19,0,13,16,-3,17
C/C(=C\c1ccco1)C1C(C#N)=C(N)Oc2n[nH]c(-c3ccccc3)c21 (stereo unspecified),3,-1,3,9,14,-2,1,-8,1,13,6
OCC[C@@H]1C[C@H](O)[C@@H](O)[C@@]2(OCCCc3cc(C(F)(F)F)ccc32)O1,x,4,-16,x,-1,3,14,13,0,13,7
CCOC(=O)COn1c(=O)c(-c2ccc(C)cc2)[n+]([O-])c2ccccc21,-2,-13,-1,-27,8,-75,-10,-7,-88,-106,-4

# By substructure: the compounds so far containing a Cl atom
SMILES,NR2E3 ag-1,C8 TRAIL sens,CF NFkB block,TRPM1 prom inh,TWEAK Fn14 block,Shn3 3UTR inh,TROY signal inh,NR2E3 ag-2,Peg3 promoter,HIF-2a inh,KKLEB cytotox
O=C(CN(c1ccc(Br)cc1)S(=O)(=O)c1ccc(Cl)c([N+](=O)[O-])c1)NCC1CCCO1 (stereo unspecified),x,44,48,85*,55*,3,13,-11,95*,86*,-13
CS(=O)(=O)N(CC(=O)N1CCCC1)c1cccc(Cl)c1,-1,-2,-9,-1,6,-4,9,-13,-4,10,6
CC(OC(=O)CNC(=O)c1ccc(Cl)c([N+](=O)[O-])c1)C(=O)NCc1ccco1 (stereo unspecified),3,-1,5,-5,-16,-71,-1,-14,3,10,10
CCn1nc([N+](=O)[O-])c(C(C#N)c2nc3cc(C(F)(F)F)ccc3s2)c(Cl)c1=O (stereo unspecified),-3,8,61*,24,-12,9,65*,-13,14,-16,-35

# Back to the main list; the 4 compounds before the break are reprinted first.
SMILES,NR2E3 ag-1,C8 TRAIL sens,CF NFkB block,TRPM1 prom inh,TWEAK Fn14 block,Shn3 3UTR inh,TROY signal inh,NR2E3 ag-2,Peg3 promoter,HIF-2a inh,KKLEB cytotox
CC(=O)c1ccc(S(=O)(=O)NCC(=O)N2CCN(C/C=C/c3ccccc3)CC2)cc1,5,0,0,-8,-28,19,0,13,16,-3,17
C/C(=C\c1ccco1)C1C(C#N)=C(N)Oc2n[nH]c(-c3ccccc3)c21 (stereo unspecified),3,-1,3,9,14,-2,1,-8,1,13,6
OCC[C@@H]1C[C@H](O)[C@@H](O)[C@@]2(OCCCc3cc(C(F)(F)F)ccc32)O1,x,4,-16,x,-1,3,14,13,0,13,7
CCOC(=O)COn1c(=O)c(-c2ccc(C)cc2)[n+]([O-])c2ccccc21,-2,-13,-1,-27,8,-75,-10,-7,-88,-106,-4
Cc1ccccc1NC(=O)NC(C)(C)CC(C)(C)C,5,-14,1,10,-2,-12,5,0,3,5,0
Cc1[nH]n(-c2ccccc2)c(=O)c1C(C[N+](=O)[O-])c1ccc(Cl)cc1 (stereo unspecified),4,-9,-20,11,12,-19,18,-2,8,9,6
COc1ccc(/C=C2/Sc3ccc(C(=O)N4CCc5ccccc5C4)cc3NC2=O)cc1,-1,1,-3,-3,13,-9,13,-26,-4,0,2
Cc1ccc(NC(=O)c2ccc(OCc3c(C)noc3C)cc2)cc1C,x,14,12,13,27,23,13,-24,-75,-111,-12
O=C(Nc1cccnc1)c1cc(-c2ccccc2O)on1,0,5,-9,-25,-16,-15,-6,-65,-38,-32,-10
O=C(NCCn1cccc1)c1cccc2ccccc12,2,3,-1,13,-4,-8,-19,-3,0,1,13
O=C(NCCN1CCN(c2ccccc2)CC1)Nc1ccc(Cl)cc1,-2,-2,6,-19,5,-1,6,16,6,16,-12
CS(=O)(=O)NCCCCNc1ccc(C(F)(F)F)cc1[N+](=O)[O-],5,-3,21,-4,-16,49,-5,4,-6,-62,-3
O=C(Nc1ccccc1)c1ccc(-c2ccccc2)s1,-12,11,-34,-86,-8,-50,-27,-32,-341,-310,10
COC(=O)c1c(NC(=O)CSc2nncs2)sc2c1CCCCC2,3,6,-2,-7,20,21,-2,-17,-16,-46,-8
OC(c1cc(-c2ccc(C(F)(F)F)cc2)nc(C(F)(F)F)c1)C1CCCCN1 (stereo unspecified),-1,35,68*,100*,-3,96*,32,92*,109*,75*,-70*
CCOc1ncccc1C(=O)OCc1ccc(C(=O)OC)cc1,5,3,32,-8,-20,-76,-8,-24,-142,-156,-18
NC(=O)C1CCN(C(=O)CC(c2ccccc2)c2ccccc2)CC1,0,3,1,4,-1,-2,-1,-2,12,12,-1
COc1cc(NC(=S)NCCCN2CCOCC2)cc(OC)c1OC,4,-7,10,2,13,5,-2,-9,16,8,-12
CN1C=CC(=C[N+](=O)[O-])N(C)C1=O,x,8,3,x,-12,-4,-1,1,7,-3,-5
COc1ccc(/C=C/C(=O)c2c(O)ccc3c(C)cc(=O)oc23)cc1,5,-3,8,1,0,-24,4,-16,5,6,6
COc1ccc(NC(=O)CSc2nc3ccccc3nc2N2CCCC2)c(OC)c1,3,-5,32,x,-13,-6,-7,-34,7,7,-20
Cc1c(Cl)cccc1NS(=O)(=O)c1ccc2c(c1)C1C=CCC1C(c1ccc(C(=O)O)cc1)N2 (stereo unspecified),7,-1,13,-7,-2,-39,15,-10,1,18,0
CCCCn1c(CCc2ccccc2)nc2cc3[nH]c(=O)c(C(C)C)nc3cc21,2,11,23,2,14,7,-1,7,17,18,-12
CN(C)c1ccc(/C=N/NC(=O)c2cccc(N3CCCC3=O)c2)cc1,-3,14,-2,-19,-9,-48,-29,-22,-40,-32,3
O=C(c1ccco1)N1CCN(C(=S)Nc2ccc(F)cc2)CC1,4,-3,-11,12,-3,31,-7,-13,3,5,12
CCCc1ccc(OCc2ccc(C(=O)N3CCCC3)o2)cc1,2,-1,16,3,50,-2,-1,-67,-106,-180,-18
COc1ccncc1-c1ccccc1C1=CC(=O)CC(C)(C)C1=O,x,5,-7,x,1,5,-3,-6,10,14,-10
O=C(OCC(=O)N1CCCc2ccccc21)c1cnc(Cl)c(Cl)c1,7,-3,-26,14,19,-8,-5,-1,33,14,11
Cc1ccc2c(C(=O)CN3CCC(C(N)=O)CC3)c(C)[nH]c2c1,0,-9,0,1,-22,-14,6,2,0,12,7
